Screening data from PubChem.
RGS8-Gao reg – RGS8-Galphao binding modulators, primary screen, biochemical, multiplexed bead flow cytometry | actives lie on both sides | actives 0.34% (n = 220,000) | response (percent of control binding), % at 10 µM; in the data active = response below about 60% or above about 140%; inactive = in between;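 note: Galphao activated as the GDP aluminium fluoride complex binding bead-coupled RGS8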
Target sequence (P09471 whole entry, looked up): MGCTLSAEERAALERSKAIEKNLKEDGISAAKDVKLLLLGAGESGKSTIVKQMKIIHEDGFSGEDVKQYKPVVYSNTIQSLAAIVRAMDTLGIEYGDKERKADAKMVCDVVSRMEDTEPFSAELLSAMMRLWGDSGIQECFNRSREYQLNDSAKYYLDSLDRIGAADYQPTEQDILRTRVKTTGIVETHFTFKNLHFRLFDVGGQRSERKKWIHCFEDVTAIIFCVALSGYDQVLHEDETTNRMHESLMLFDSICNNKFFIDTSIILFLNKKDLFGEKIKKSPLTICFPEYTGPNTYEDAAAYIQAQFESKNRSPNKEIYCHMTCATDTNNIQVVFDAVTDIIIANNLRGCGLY
RGS4-Gao reg – modulators of RGS4 binding to Galphao, primary screen, biochemical, multiplexed bead flow cytometry; binding response (% of control), % at 10 µM; actives 0.33% (n = 220,000); actives lie on both sides; AID 1415, 2008; in the data active = binding response below about 49% or above about 150%; inactive = in between;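 note: fluorescent Galphao activated with aluminum fluoride binding bead-coupled RGS4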
RGS7-Gao reg – RGS7-Galphao binding modulators, primary screen, biochemical, multiplexed bead flow cytometry. Guanine nucleotide-binding protein G(o) subunit alpha (Homo sapiens), P09471. actives lie on both sides. binding response (% of control), % at 10 µM. actives 0.35% (n = 220,000). AID 1439, 2008; in the data active = binding response below about 49% or above about 150%; inconclusive = no clear call, values can overlap the other calls; inactive = in between;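 note: fluorescent Galphao held in activated GDP-AlF4 state binding bead-coupled RGS7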
* = called active by the depositor; ? = inconclusive. Only part of the results is shown; the hit share may differ from the screen's.

SMILES | RGS8-Gao reg | RGS4-Gao reg | RGS7-Gao reg
CCOC(=O)Cn1nc(C)c(NC(=O)COc2ccc(OC)cc2)c1C | 100 | 102 | ?
Cc1ccc(S(=O)(=O)NC(=O)Nc2cccc(C)n2)cc1 | 99 | 101 | ?
C/C(=N\NC(=O)c1cc2ccccc2cc1O)c1cc2ccccc2o1 | 100 | 102 | ?
O=C(O)c1nccnc1C(=O)NCc1csc2ccc(Cl)cc12 | 98 | 95 | ?
Clc1ccc(C[n+]2cc(-c3ccc(Cl)cc3)n3c2CCC3)cc1 | 101 | 104 | ?
Cc1cc2c(=O)oc(-c3ccccc3Br)nc2s1 | 99 | 110 | ?
COC(=O)C(=Cc1ccc(-c2ccsc2C(=O)OC)o1)C(=O)OC | 102 | 96 | ?
O=C(COC(=O)c1ccccc1Nc1ccccc1F)c1ccccc1 | 99 | 99 | ?
O=c1cc(C(F)(F)F)nc(-c2ccccc2OC(F)(F)F)[nH]1 | 101 | 99 | ?
C/C(=N/NC(=O)CN1CCN(Cc2ccccc2Cl)CC1)c1cccnc1 | 97 | 96 | ?
COc1ccc(-c2csc(-c3ccc(O)cc3)n2)cc1 | 101 | 103 | ?
COC(=O)CNc1nc(Cl)nc(N2CCC(C)CC2)n1 | 104 | 101 | ?
NCCCC[C@H]1CNC(=O)C(=O)N1CCCCC1CCCCC1 | 94 | 95 | ?
COc1ccc(-n2c(SCC(=O)N/N=C(\C)c3cccnc3)nc3ccccc3c2=O)cc1 | 101 | 101 | ?
c1ccc(C2c3[nH]c4ccccc4c3CCN2Cc2cccn2-c2ccccn2)nc1 (stereo unspecified) | 101 | 103 | ?
CCCCNC(=O)C1CCCN1S(=O)(=O)c1cccc2nsnc12 (stereo unspecified) | 102 | 102 | ?
COc1ccc(/C=C/c2cc(C(=O)O)c3ccccc3n2)cc1 | 104 | 108 | ?
CCN(CC)CCSc1nnc2c3ccccc3n(Cc3ccccc3)c2n1 | 103 | 102 | ?
COC(=O)c1sc(-c2ccc(C(C)(C)C)cc2)cc1NC(=O)c1ccccc1C(=O)O | 99 | 97 | ?
CC(=O)Nc1ccc(NS(=O)(=O)c2cc(Cl)ccc2Cl)cc1 | 100 | 101 | ?

Exported tab-delimited: entries from further up.
SMILES	RGS8-Gao reg	RGS4-Gao reg	RGS7-Gao reg
COC(=O)CNc1nc(Cl)nc(N2CCC(C)CC2)n1	104	101	?
CC(=O)Nc1ccc(NS(=O)(=O)c2cc(Cl)ccc2Cl)cc1	100	101	?
Cc1ccc(S(=O)(=O)NC(=O)Nc2cccc(C)n2)cc1	99	101	?
Clc1ccc(C[n+]2cc(-c3ccc(Cl)cc3)n3c2CCC3)cc1	101	104	?
C/C(=N\NC(=O)c1cc2ccccc2cc1O)c1cc2ccccc2o1	100	102	?

Going on with the list.
SMILES | RGS8-Gao reg | RGS4-Gao reg | RGS7-Gao reg
CCOC(CC(=O)NNC(=O)c1c(-c2ccccc2Cl)noc1C)OCC | 101 | 97 | ?
O=C(O)c1cc(-c2c[nH]c3ccccc23)nc2cc3ccccc3cc12 | 98 | 97 | ?
O=C(Nc1nccs1)c1cn2ccccc2n1 | 100 | 102 | ?
CCOC(=O)CNC(=O)C(CC(N)=O)NC(=O)OC(C)(C)C (stereo unspecified) | 98 | 98 | ?
Cc1ccc(NC(=O)[C@@H]2CCCN2S(=O)(=O)c2ccccc2F)cc1 | 99 | 99 | ?
COCCNC(=O)c1ccc2c3n(nc2c1)-c1ccc(Cl)cc1CO3 | 101 | 104 | ?
Cc1nn(-c2ccc(C(=O)O)cc2)c2c1C(=O)CC(C)(C)C2 | 96 | 83 | ?
N[C@@H](Cc1c[nH]c2ccccc12)C(=O)O | 101 | 103 | ?
Cc1cc(NC(=O)CSc2nnc(-c3ccc(O)cc3)o2)no1 | 103 | 104 | ?
CC(=O)N1N=C(c2ccc(Cl)cc2)CC1c1ccco1 (stereo unspecified) | 105 | 104 | ?
N#C/C(=C\c1c(F)cccc1Cl)c1nn(-c2ccccc2)c(-n2cccc2)c1C#N | 105 | 98 | ?
O=C(/C=C/c1cn(-c2ccccc2)nc1-c1cccs1)NCCN1CCOCC1 | 98 | 96 | ?
Nc1nccc(/C=C/c2c(Cl)cccc2Cl)n1 | 103 | 102 | ?
O=C(c1ccccc1F)N1CCN(c2ccc([N+](=O)[O-])cc2-n2cccc2)CC1 | 98 | 95 | ?
O=C(O)c1ccc(/C=N/n2cc(-c3ccccc3)[nH]c2=S)cc1 | 96 | 93 | ?
O=C(Nc1ccc(F)cc1)C(=O)c1c(O)[nH]c2ccc([N+](=O)[O-])cc12 | 99 | 98 | ?
Cc1sc2c(c1C)C(=O)/C(=C\Nc1ccncc1)S(=O)(=O)N2C | 100 | 102 | ?
NC(=O)CCC(NC(=S)Nc1ccccc1)C(=O)O (stereo unspecified) | 105 | 108 | ?
Cc1nccc(-c2cc(-c3ccc(Cl)cc3Cl)no2)n1 | 101 | 100 | ?
OCCN(CCO)c1nc2ccccc2[nH]1 | 101 | 108 | ?
CC1(C)Cc2c(sc3c2c(=O)n(-c2ccc(Cl)cc2)c(=O)n3CC(N)=O)CO1 | 99 | 98 | ?
O=C(NC(=S)NNC(=O)c1ccccc1F)c1cccnc1 | 105 | 109 | ?
Cc1ccc(-n2nnnc2-c2cccnc2)cc1 | 90 | 85 | ?
CCC(C)Nc1nc2c(c(=O)n(C)c(=O)n2C)n1C (stereo unspecified) | 132 | 135 | ?
O=C(O)/C=C/c1cn(-c2ccccc2)nc1-c1cc2ccccc2o1 | 103 | 100 | ?
O=C(C1Cc2ccccc2CN1C(=O)c1ccccc1)N1CCN(c2ccccc2)CC1 (stereo unspecified) | 100 | 99 | ?
S=C(NCc1cccnc1)Nc1cc(Cl)cc(Cl)c1 | 102 | 98 | ?
CC(C)Nc1nc(Oc2ccc(=O)n(-c3ccccc3)n2)nc(N(C)C)n1 | 101 | 97 | ?
CCN1CCC2(CC1)Oc1c(OC)cccc1C1CC(c3cccnc3)=NN12 (stereo unspecified) | 104 | 105 | ?
CN(c1ccccc1)S(=O)(=O)c1ccc(C(=O)Nc2nnc(C3CC3)s2)cc1 | 101 | 94 | ?
Cc1ccc(C)n1CCN1CCN(C(=O)c2ccc(Cl)cc2)CC1 | 108 | 114 | ?
CCCCn1c(=O)[nH]c(=O)c2c1nc(-c1ccc(OCCC)c(OCC)c1)n2C | 102 | 103 | ?
CCn1cc(C(=O)O)c(=O)c2cc(F)c(N3CCN(C(=S)Nc4ccc(OC)cc4)CC3)cc21 | 106 | 98 | ?
COC(=O)CC1c2ccccc2S(=O)(=O)N1Cc1ccccc1 (stereo unspecified) | 102 | 104 | ?
COc1ccccc1NC(=O)CC(c1ccc(F)cc1)c1ccco1 (stereo unspecified) | 102 | 108 | ?
Cc1ccc(S(=O)(=O)CC(C)(O)CS(=O)(=O)c2ccc(C)cc2)cc1 | 93 | 89 | ?
CCCCC1=CC2=CC(=O)C(C)(OC(=O)CC)C(=O)C2=CN1Cc1ccc2c(c1)OCO2 (stereo unspecified) | 108 | 107 | ?
Cc1onc(-c2c(Cl)cccc2Cl)c1C(=O)N=S(C)(=O)c1ccccc1 (stereo unspecified) | 100 | 99 | ?
C=CCC1(CC=C)CCCN1Cc1nc(COc2ccccc2)no1 | 99 | 115 | ?
COc1ccccc1N(Cc1cc(=O)[nH]c2ccccc12)C(=O)c1ccc([N+](=O)[O-])cc1 | 100 | 103 | ?
O=C(O)CC/C(=N/NC(=O)CNC(=O)Cc1ccccc1)c1ccccc1 | 89 | 75 | ?
O=C(Oc1c(-c2ccccc2)c(=O)n2c3c(cccc13)CC2)c1ccccc1 | 101 | 100 | ?
CCCCN(C)Cc1cc(=O)oc2cc3c(cc12)CCCC3 | 105 | 108 | ?
CC(C)(C)N1CCC1CN (stereo unspecified) | 100 | 101 | ?
CN(C)S(=O)(=O)c1cc(NC(=O)COC(=O)/C=C/c2ccco2)ccc1Cl | 98 | 98 | ?
CC(C)c1ccc(NC(=O)Cn2c(=O)oc3cccnc32)cc1 | 101 | 105 | ?
Cc1ccc(C(C)C)c(OCC(=O)N/N=C/c2cccn2C)c1 | 101 | 101 | ?
CC(C)(C)CC(C)(C)c1ccc(OCC(=O)N/N=C/c2ccc(S(=O)(=O)O)o2)cc1 | 101 | 100 | ?
CC(C)c1onc(C(=O)N2CCN(c3ccccc3)CC2)c1[N+](=O)[O-] | 108 | 112 | ?
COc1ccc(CCN2C(=O)CC(N3CCC(C(N)=O)CC3)C2=O)cc1OC (stereo unspecified) | 98 | 98 | ?
O=C(N/N=C/C1=Cc2ccccc2OC1)c1ccncc1 | 102 | 105 | ?
CCn1nc(NC(=O)c2ccccc2)c2cc3cccc(C)c3nc21 | 100 | 101 | ?
O=C(NNC(=O)C1CCN(S(=O)(=O)c2cccc(Cl)c2)CC1)C1CC1 | 98 | 99 | ?
O=C(CN1CCN(Cc2ccccc2Cl)C1=O)NCCCN1CCOCC1 | 97 | 97 | ?
CCOc1ccc(Nc2nnc(SCc3nc4ccccc4c(=O)[nH]3)s2)cc1 | 104 | 102 | ?
Cc1ccc(S(=O)(=O)NCC(=O)NCC(=O)OC(C(=O)NC(N)=O)C(C)C)cc1C (stereo unspecified) | 99 | 100 | ?
COc1ccc(-c2ccc(OC(=O)NC3CCS(=O)(=O)C3)cc2)cc1 (stereo unspecified) | 87 | 93 | ?
COc1ccc(NC(=O)C2CCC(CNc3c(N4CCCCC4)c(=O)c3=O)CC2)c(OC)c1 (stereo unspecified) | 97 | 95 | ?
NC(=O)c1sc2nc(-c3cccnc3)ccc2c1N | 104 | 101 | ?
O=C(COC(=O)c1ccc(NS(=O)(=O)c2cccs2)cc1O)NC1CCCCC1 | 99 | 99 | ?

An excerpt of these results, with values ahead of the structure:
RGS8-Gao reg,RGS4-Gao reg,RGS7-Gao reg,smiles
98,97,?,O=C(O)c1cc(-c2c[nH]c3ccccc23)nc2cc3ccccc3cc12
100,102,?,O=C(Nc1nccs1)c1cn2ccccc2n1
98,98,?,CCOC(=O)CNC(=O)C(CC(N)=O)NC(=O)OC(C)(C)C (stereo unspecified)
99,99,?,Cc1ccc(NC(=O)[C@@H]2CCCN2S(=O)(=O)c2ccccc2F)cc1

The results go on:
SMILES | RGS8-Gao reg | RGS4-Gao reg | RGS7-Gao reg
Oc1c(Cl)cc(Cl)cc1/C=N/NC(=S)NC1CC2C=CC1C2 (stereo unspecified) | 99 | 98 | ?
CCc1ccc(Nc2n[n+](C)c(-c3ccc(C(=O)O)cc3)s2)cc1 | 96 | 91 | ?
CC1(C)CCCN(Cc2c(O)ccc3c(=O)c(-c4nc5ccccc5s4)c(N)oc23)C1 | 101 | 102 | ?
O=C(CC(Nc1ccccc1)c1ccccc1)C1CC1 (stereo unspecified) | 105 | 110 | ?
CC1(OC(=O)CCc2ccccc2)C(=O)C=C2C=C(c3ccc(C#N)cc3)N(C3CCCCC3)C=C2C1=O (stereo unspecified) | 83 | 76 | ?
CC(C)(C)N=C1NN=C(c2ccc(Cl)cc2)CS1 | 101 | 104 | ?
CN(CC(=O)Nc1ccc(F)cc1)CC(=O)Nc1ccc(Cl)c(S(=O)(=O)N2CCOCC2)c1 | 102 | 99 | ?
CC1Cc2ccccc2N1S(=O)(=O)c1cccc(C(=O)OCC(=O)NCc2ccco2)c1 (stereo unspecified) | 103 | 107 | ?
CC1CN(Cc2ccccc2)c2nc3c(c(=O)[nH]c(=O)n3C)n2C1 (stereo unspecified) | 100 | 103 | ?
N#C/C(=C\c1ccc[nH]1)C(=O)c1ccccc1 | 96 | 94 | ?
Cc1cc(C)c2c(n1)sc1c(N3CCN(C)CC3)ncnc12 | 99 | 94 | ?
COc1ccc(C(=S)N2CCN(c3ccccc3Cl)CC2)cc1OC | 107 | 118 | ?
CN(C)c1ccc(/C=N/NC(=O)CSc2ccccn2)cc1 | 101 | 103 | ?
CC(C)(CN1CCN(Cc2ccccc2)CC1)NS(=O)(=O)c1ccccc1 | 102 | 104 | ?
COC(=O)c1nc(N)sc1-c1ccc(Cl)c(Cl)c1 | 100 | 102 | ?
CCCn1c(C(C)NC(=O)c2ccccc2)n[nH]c1=S (stereo unspecified) | 100 | 96 | ?
CCOc1cc(NC(=O)c2cccs2)c(OCC)cc1NC(=O)CCC(=O)NCc1ccccn1 | 99 | 96 | ?
S=C(Nc1ccc(Nc2ccccc2)cc1)NN1CCOCC1 | 101 | 101 | ?
COc1ccccc1NC(=O)Nc1nn(C)c2cccc(OC)c12 | 104 | 99 | ?
c1ccc(-c2ncc3ccccn23)cc1 | 97 | 96 | ?
COc1ccc(C2c3ccc4ccccc4c3Oc3ncn(CCN4CCOCC4)c(=N)c32)cc1OC (stereo unspecified) | 102 | 87 | ?
C/C(=N\Nc1ccc(C#N)cc1[N+](=O)[O-])c1ccc(C)o1 | 100 | 95 | ?
Nc1nonc1-n1nnc(C(=O)N/N=C/C2CC=CCC2)c1CSc1ccccc1 (stereo unspecified) | 103 | 118 | ?
COc1ccc(C2c3sc(=O)[nH]c3SCC2C(N)=O)cc1 (stereo unspecified) | 104 | 107 | ?
